# GSK3A inh – inhibitors of human GSK-3 alpha kinase | AID 2650 | P49840 | inhibition, % at 10 µM | 0.1% of 320,000 active | ADP-Glo luminescence, 60 min;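 in the data active means inhibition above about 50%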;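 further: GST-tagged GSK-3 alpha with peptide substrate and 25 µM ATP; 0% = DMSO neutral wells and 100% = GW8510 positive control wells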
# AI-2 QS mod – modulators of Vibrio harveyi AI-2 quorum sensing system | Vibrio harveyi JMH597 AI-2 luminescence/OD600 ratio, 9 h; hits give low values; strain lacks LuxN and CqsS sensors; 0 = neutral-control median | activity change, % at 7.5 µM | 0.4% of 300,000 active; in the data active means activity change below about -75%, passing the limit was not always enough; inconclusive means no clear call, values can overlap the other calls;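 further: luminescence divided by OD600 gain over 9 h not by final OD600 alone; inactives centre near 13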
# HSP90 refold inh – inhibitors of HSP90 luciferase refolding in rabbit reticulocyte lysate | luciferase refolding luminescence, 3 h | inhibition, % at 5.6 µM | 0.91% of 290,000 active | AID 1789;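 active means inhibition above the screen-wide mean plus 3 SD, computed separately per campaign, cut at about 16% in these data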;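 further: 0% = DMSO wells and 100% = 60 µM geldanamycin wells; inhibitors lower the luminescence because luciferase stays unfolded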
# HSF-1 act – increases HSF-1 driven luciferase reporter signal; AID 504408; 1.7% of 300,000 active; activation, % at 9 µM; NIH3T3-HGL HSF-1 luciferase reporter, MG132, 8 h; 100% = twice DMSO control signal;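 active means mean replicate activation of at least 50% with a set share of replicates each reaching 50%; inconclusive means only one of those two conditions met; inactive means mean below 50% and too few replicates reaching it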;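 further: 0% = median of the neutral control wells and 100% = twice that signal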
# HSF1 inh – HSF1 inhibition; NIH3T3-HGL HSE-luciferase, MG132-induced, luminescence 8 h; hits give low values; 0.77% of 300,000 active; activity change, negative = inhibition, % at 7.5 µM (by protocol);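 active means more than half of replicate wells show activity change below -50%, luminescence cut by over half; inconclusive means some wells, but at most half, below -50%; inactive means no replicate well below -50%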;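 further: luciferase reports HSF-1 transcriptional activity via heat shock element; 0% = median of DMSO wells and -100% = zero luminescence signal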
# HDAC3 inh – inhibitors of human histone deacetylase 3; O15379; recombinant HDAC3, fluorogenic peptide/trypsin coupled, fluorescence; inhibition, % at 8.3 µM; 0.15% of 320,000 active; AID 2718; in the data active means inhibition above about 26%, passing the limit was not always enough; inconclusive means no clear call, values can overlap the other calls
# Target sequence (O15379 whole entry, looked up): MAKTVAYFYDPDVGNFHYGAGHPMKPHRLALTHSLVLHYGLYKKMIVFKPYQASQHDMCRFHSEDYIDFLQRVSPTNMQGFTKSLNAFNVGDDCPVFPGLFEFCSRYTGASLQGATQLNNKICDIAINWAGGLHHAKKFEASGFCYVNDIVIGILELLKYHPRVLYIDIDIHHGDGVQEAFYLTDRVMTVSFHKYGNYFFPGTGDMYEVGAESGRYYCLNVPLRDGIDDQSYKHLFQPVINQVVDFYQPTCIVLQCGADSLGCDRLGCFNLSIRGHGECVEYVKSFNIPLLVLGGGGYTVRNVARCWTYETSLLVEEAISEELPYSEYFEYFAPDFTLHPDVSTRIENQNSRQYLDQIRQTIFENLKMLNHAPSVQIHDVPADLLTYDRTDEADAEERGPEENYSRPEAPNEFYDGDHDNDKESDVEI
# Dyrk1A ADPGlo – blocks rat Dyrk1A kinase activity; Q63470; ADP-Glo luminescence, NFATc1 peptide; inhibition, % at 12.5 µM; AID 504441; 0.43% of 310,000 active; in the data active means inhibition above about 50%;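 further: plate controls were vehicle with enzyme for no effect and no enzyme for full effect; many of its hits are not listed in these tables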
# Platelet DG rel – platelet dense granule release activity; 0.22% of 300,000 active; human platelet-rich plasma, SFLLRN dense granule ATP release, luminescence; inhibition, %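 (compounds screened at 7.5 µM in platelet-rich plasma)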;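 active means mean replicate score, as percent of positive control, at or above 50; inconclusive means mean below 50 but at least one replicate at or above 50; inactive means mean and every replicate below 50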
# GSK3beta inhib – inhibitors of human GSK3beta kinase; GST-GSK3beta kinase, ADP-Glo luminescence, 60 min; hits give low values; activity score (negative = inhibition), % at 10 µM; 0.038% of 300,000 active;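 active means more than half of replicate wells score below -50%, meaning over 50% inhibition versus plate controls; inconclusive means some replicates but at most half score below -50%; inactive means no replicate scores below -50%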;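 further: 0% = median DMSO wells and -100% = median GW8510 positive control wells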
# Target sequence (P49841 whole entry, looked up): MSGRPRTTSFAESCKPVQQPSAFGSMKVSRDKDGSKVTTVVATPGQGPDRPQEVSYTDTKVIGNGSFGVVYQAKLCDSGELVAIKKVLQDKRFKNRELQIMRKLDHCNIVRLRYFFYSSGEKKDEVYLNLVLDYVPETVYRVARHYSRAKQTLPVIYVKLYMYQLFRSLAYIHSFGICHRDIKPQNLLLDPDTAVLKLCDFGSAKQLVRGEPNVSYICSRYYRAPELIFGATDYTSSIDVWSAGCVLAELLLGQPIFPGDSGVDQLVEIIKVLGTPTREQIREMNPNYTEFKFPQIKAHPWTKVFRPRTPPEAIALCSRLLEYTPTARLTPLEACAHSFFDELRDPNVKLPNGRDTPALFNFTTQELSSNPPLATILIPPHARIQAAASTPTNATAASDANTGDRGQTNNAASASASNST
#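 test system = GST-tagged human GSK3beta kinase, cell-free | reagent = 25 µM ATP with peptide substrate | dosing = one dose of 10 µM per compound | schedule = 60 min reaction, RT | detection = luminescent ADP-Glo measurement of ADP formed | control set = DMSO neutral wells and GW8510 at 20 µM as positive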
# PolyA inh – blocks polyadenylation in yeast reporter cells; AID 1875; S. cerevisiae SKY197-pL101 polyadenylation reporter, beta-gal luminescence; efflux-impaired pdr1/pdr3 knockout yeast; score 100 = 6 SD above DMSO; calls only at 12 µM; 0.02% of 300,000 active;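 active means lowest replicate activity score at least 50, where 100 means six control SD above control mean; inconclusive means lowest score under 50 but half or more replicates reach 50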;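 further: yeast exposed to compound for 9 h at 30 °C; higher score means more reporter readthrough which indicates perturbed polyadenylation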
# Active calls of the source: *; i = inactive; ? = inconclusive; . = not tested or not shown.
Compound	GSK3A inh	Dyrk1A ADPGlo	HSF-1 act	HSP90 refold inh	HDAC3 inh	PolyA inh	GSK3beta inhib	HSF1 inh	Platelet DG rel	AI-2 QS mod
CNC(=O)/C=C1\NC(C)(C)Cc2ccccc21	1	-1	-11	16	-1	i	2	-10	-1	36
CC(C)CNS(=O)(=O)c1ccc(S(=O)(=O)N2CCC(N3CCCCC3)CC2)cc1	-1	0	6	-4	-4	i	-1	1	-9	10
Cc1ccc(N(CC(=O)N/N=C/c2cccc(Br)c2)S(C)(=O)=O)cc1	-2	1	-12	-2	4	i	-1	-6	-2	35
Cc1csc(NC(=O)CSc2nnc3c4ccccc4nc(C(C)(C)C)n23)n1	-4	9	-5	1	2	i	-1	-5	-11	11
CN(C)c1ccc(/C=N/NC(=O)c2cccc(N3CCCC3=O)c2)cc1	-1	-2	-87	5	.	.	-2	-82*	1	16
COc1ccc(NC(=O)Cn2ncc(Cl)c(Cl)c2=O)cc1S(=O)(=O)N1CCOCC1	1	0	-9	4	3	i	0	-4	0	-14
COc1ccccc1C(=O)Nc1ccc(S(=O)(=O)Nc2nccs2)cc1	0	12	-11	4	0	i	3	-1	1	11
O=C(CSc1nnnn1-c1ccccc1)N1CCN(C(=O)c2ccco2)CC1	-3	6	-2	-2	?	i	0	-6	9	9
Cc1nc2ccccc2nc1OCc1ccc([N+](=O)[O-])cc1	-1	-8	11	0	5	i	-1	5	3	8
CCc1ccccc1NC(=O)CCN1C(=O)C2C3CCC(C3)C2C1=O (stereo not given)	-1	3	3	-2	0	i	-3	-4	2	16
O=C(CN1CCCCCC1)N1c2ccccc2Sc2ccc(C(F)(F)F)cc21	1	22	18	-2	3	i	2	-5	-3	3
COc1ccc(/C=N/OCC(=O)N(Cc2ccccc2)c2ccccc2C(=O)O)cc1	-7	-3	2	-3	6	i	7	-5	6	4
CCCCn1nnnc1NCc1ccc(OC)c(OC)c1OC	-1	2	-2	8	8	i	-2	0	-2	3
COC(=O)c1nnn(CC(=O)NC(=O)Nc2cccc(Cl)c2C)c1C(=O)OC	27	23	19	0	9	i	-19	18	9	9
COc1ccc(Nc2nc(NC(C)(C)C)nc(N3CCOCC3)n2)c(OC)c1	-2	2	-9	0	3	i	1	-14	4	6
COc1ccc(S(=O)(=O)Nc2ccc3c(c2)OCCO3)cc1Cl	-2	-1	-7	8	4	i	0	-3	6	24
Cc1cc(SCC(=O)c2cc3ccccc3o2)nc2ccccc12	-1	4	11	-1	4	i	-3	3	-1	22
Cn1c(/C=C/c2ccc(Br)cc2)c([N+](=O)[O-])c(=O)n(C)c1=O	0	2	29	6	10	i	5	30	-1	-1
Cc1ccc(S(=O)(=O)N2CCN(c3nc4ccccc4nc3-n3nc(C)cc3C)CC2)cc1	-1	5	-1	4	4	i	3	13	8	20
C(=N\Nc1nc2ccccc2[nH]1)/c1ccc2c(c1)OCO2	.	17	492*	4	.	i	0	444	5	123
CCOC(=O)CN1C2=NCCN2c2ccccc21	-3	2	-7	0	-5	i	2	-5	-2	20
COc1ccccc1C1CCN(c2ccc([N+](=O)[O-])cn2)CC1	-6	.	13	2	2	i	5	-3	4	32
CC(=O)Cc1nsc(NC(=O)c2ccco2)n1	-1	4	-5	4	.	i	2	0	17	57
Cc1ccccc1NC(=O)c1ccc2c(c1)CCN2S(C)(=O)=O	-1	-2	4	0	-1	i	2	4	6	5
CC(C)c1nnc(NC(=O)CCC(=O)N2CCN(C3CCCCC3)CC2)s1	2	-4	1	12	?	i	-1	-4	-11	24
Fc1cccc(CSc2ccc(-c3ccco3)nn2)c1	-3	3	27	-4	1	i	0	17	31	-51
CCCNC(=O)c1cc2ccccc2c(=O)o1	3	7	10	-1	-1	i	0	-1	23	17
Cc1cc2n(n1)SC(Nc1ccc(F)c(Cl)c1)N2 (stereo not given)	10	2	10	3	-1	i	-10	7	5	20
CC(C)C[C@H](NC(=O)C1CCN(S(=O)(=O)c2ccccc2)CC1)C(=O)NCc1ccccn1	1	3	-2	2	-1	i	-1	1	0	8
CN(CC1CCCO1)S(=O)(=O)c1ccc(C(=O)Nc2ccccc2F)cc1 (stereo not given)	0	-5	1	-4	-3	i	4	4	-11	38

# Three entries from above, ordered by length of the SMILES, high to low.
Compound	GSK3A inh	Dyrk1A ADPGlo	HSF-1 act	HSP90 refold inh	HDAC3 inh	PolyA inh	GSK3beta inhib	HSF1 inh	Platelet DG rel	AI-2 QS mod
CN(CC1CCCO1)S(=O)(=O)c1ccc(C(=O)Nc2ccccc2F)cc1 (stereo not given)	0	-5	1	-4	-3	i	4	4	-11	38
CNC(=O)/C=C1\NC(C)(C)Cc2ccccc21	1	-1	-11	16	-1	i	2	-10	-1	36
CCOC(=O)CN1C2=NCCN2c2ccccc21	-3	2	-7	0	-5	i	2	-5	-2	20

# New compounds follow.
Compound	GSK3A inh	Dyrk1A ADPGlo	HSF-1 act	HSP90 refold inh	HDAC3 inh	PolyA inh	GSK3beta inhib	HSF1 inh	Platelet DG rel	AI-2 QS mod
Cc1nn2c(CN(C(=O)CN3CCOCC3)c3ccccc3)nnc2c2ccccc12	-1	2	-63	5	0	i	1	-56*	-4	8
COC(=O)c1[nH]c2c(c1C)C(=O)CC(c1ccccc1)C2 (stereo not given)	-1	34	-20	0	0	i	1	-12	2	21
CC1=NN(c2cccc(C(=O)O)c2)C(=O)/C1=C\C=C/c1ccccc1	.	.	100*	-2	.	.	5	74	4	40
N#C/C(=C\c1ccc(Sc2nc3ccccc3[nH]2)o1)c1ccccc1	1	7	71*	3	11	i	0	43	-7	9
N/C(=N\OS(=O)(=O)c1ccc(Br)cc1)c1ccncc1	-4	0	8	1	4	i	0	0	3	24
O=C(O)Cn1c(=O)c2cccn2c2ccccc21	6	-4	29	0	4	i	-3	-3	17	1
Cc1ccc(-c2cc(C(=O)NCc3ccccn3)c3ccccc3n2)cc1	-1	-11	8	-1	9	i	3	7	13	20
COc1cccc(NCc2cc(=O)oc3cc(C)c(O)cc23)c1	0	0	6	-4	1	i	-1	6	-2	19
C(=N\N1CCOCC1)/c1nc(-c2ccccc2)n2ccccc12	1	.	-4	7	9	i	-3	-2	-21	18
CCOc1cc(/C=C2\SC(=S)N(NS(=O)(=O)c3ccc(C)cc3)C2=O)ccc1O	-8	2	-5	.	3	.	2	-1	-3	114
Cc1noc(NS(=O)(=O)c2ccc(NC(=O)c3nn(-c4ccccc4)ccc3=O)cc2)c1C	-12	-2	7	0	12	i	1	-8	-2	-1
CCOc1c2ccc(C(=O)NC3CCCc4ccccc43)cc2nn1C (stereo not given)	-1	-3	5	-1	-22	i	-2	4	-1	10
COc1cc(S(=O)(=O)n2ccc(C)n2)ccc1Cl	0	4	3	-4	0	i	.	-11	4	.
CCOCCCNC(=S)N1CCCC(c2nc3ccc(C)cc3[nH]2)C1 (stereo not given)	0	-3	6	3	.	i	0	-3	18	21
O=C(NC1CCCCCC1)c1cc(-c2ccccn2)nc2ccccc12	0	3	-5	5	6	i	3	-4	0	17
CCC(=O)NNc1nc2c(Cl)cccc2s1	-2	.	-9	-2	-3	i	0	-3	-1	4
Cc1ccc(Nc2c(-c3ccco3)nc3nc(C)cc(C)n23)cc1	1	1	1	2	5	i	0	3	1	16
CCc1ccc(N2CC(C(=O)NCc3ccc4c(c3)OCO4)CC2=O)cc1 (stereo not given)	2	-7	-8	0	1	i	0	-2	-15	22
O=C(Nn1c(O)c(C=C2N=c3ccccc3=N2)sc1=S)c1cccc(Cl)c1	-2	3	12	4	-1	i	-1	-7	1	19
COC(=O)c1ccc(CN(C(=O)N2CCN(C)CC2)S(=O)(=O)c2ccc(C)cc2)cc1	-3	-6	6	.	-3	i	1	-2	-28	38
COc1cc(C(=O)Nc2sc3c(c2C(=O)O)CCC(C)C3)cc(OC)c1OC (stereo not given)	3	4	28	-1	-2	i	2	2	6	2
CCn1cc(C(=O)NCc2ccc3c(c2)OCO3)c(=O)c2cc(S(=O)(=O)N(C)C)ccc21	3	3	11	-2	0	i	1	-3	-2	15
Cc1nn(S(=O)(=O)N(C)C)c(C)c1CN1C(=O)c2ccccc2C1=O	-2	2	5	0	7	i	3	-2	-6	1
CCC(CC)NC(=O)C1CC(=O)N(CCc2ccc(F)cc2)C1 (stereo not given)	6	-1	-11	3	-8	i	3	-19	-5	4
CCc1nn(CC(=O)N2CCC(C)CC2)c(=O)c2cccn12	-3	-1	3	4	-14	i	2	-3	-10	20
O=S(=O)(Nc1cccc(-n2cnnn2)c1)c1cnc(Cl)c(Cl)c1	-3	7	15	2	6	i	-2	-5	0	11
CCOC(=O)C1=C(N)Oc2cc(C)n(C)c(=O)c2C1c1ccncc1 (stereo not given)	-8	-2	4	4	-4	i	2	2	-1	3
CCOc1ccc(Nc2nc(Cc3nnc(SCC(=O)O)o3)cs2)cc1	-3	-6	-32	-4	3	i	2	-13	1	7
O=C(Nc1nc(-c2ccccc2)nc2ccccc12)c1ccc(F)cc1	-1	1	14	1	-3	i	-3	2	-13	16
Cc1cc(NS(=O)(=O)c2ccccc2)n(-c2ccccc2)n1	-2	2	-5	1	-1	i	1	-3	12	21
Cc1nc2nc[nH]n2c(=O)c1NC(=O)CCc1ccccc1	.	6	-11	1	.	i	1	2	1	1
Cc1ccc2c(CN(C)Cc3cccc(F)c3)cc(=O)oc2c1	-1	1	40	3	4	i	1	28	-6	-1
Cc1ccc(C2=NN(CC(=O)NCc3ccccn3)C(=O)CC2)cc1	-3	-1	-2	-5	6	i	0	-6	3	22
CCOC(=O)C1(Cc2cccc(Cl)c2)CCCN(C(=O)c2cc(C(C)C)nn2C)C1 (stereo not given)	-1	8	5	-6	4	i	1	15	-2	25
O=C(NCCCN1CCCC1=O)C(=O)NCC1OCCN1S(=O)(=O)c1ccc(Br)cc1 (stereo not given)	-2	.	15	-4	?	i	-1	-5	-30	20
COc1ccccc1N1CCN(/N=C/c2cc(Br)ccc2F)CC1	-1	18	2	7	9	i	-4	2	8	6
CN(C)S(=O)(=O)c1cccc(NC(=O)CSc2ncnc3ccccc23)c1	-1	-2	-5	-3	-1	i	-2	-5	20	-46
CSCC[C@H](N)C(=O)NCC1CCC(C(=O)Nc2ccc3c(c2)OCO3)CC1 (stereo not given in full)	-1	-4	2	2	-3	i	0	-2	4	6
CC(C)(C)OC(=O)NCCCC[C@H](NC(=O)c1nc[nH]c1C(=O)N[C@@H](CCCCNC(=O)OC(C)(C)C)C(=O)OC(C)(C)C)C(=O)OC(C)(C)C	-2	0	5	.	0	i	5	7	-2	-2
CCN(CC(=O)Nc1c(F)cccc1F)C(=O)CNC(=O)c1ccco1	-1	0	-11	.	2	i	2	1	-3	1
CCc1ccc(C(C)NC(=S)NC2CCCCC2)cc1 (stereo not given)	-2	-4	7	-9	6	i	-3	3	0	5

# A portion of the library; count on the stated rates, not on these rows.
